PNC assembly inh: perinucleolar compartment assembly inhibition. actives 3.1% (n = 140,000). PC3M PTB-GFP, PNC prevalence imaging, 16 h; hits give low values. activity change (PNC), negative = inhibition, % at 10 µM;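 active means readout at or below -70, meaning at least 70% loss of cells showing the perinucleolar compartment, a nuclear body marking cancer cells; inconclusive means readout between -30 and a set limit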;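 further: plate controls were DMSO wells for no effect and camptothecin positive control wells for full effect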
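Compounds are pinned in duplicate onto adhered PC3M cells stably expressing GFP-tagged PTB and incubated 16 h at 37 C. Cells are then fixed, nuclei stained with Hoechst, and PNC-positive cells counted.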
12-hLO inh: 12-hLO (ALOX12) enzyme inhibition. purified 12-hLO, xylenol orange hydroperoxide absorbance. Potency, µM (highest dose often 57.1 µM), inactives show at the top dose activity change, negative = inhibition, hits mostly inhibitors. actives 0.12% (n = 150,000). AID 1452; further: potency means the concentration at half of the fitted maximal effect; nearly all actives have a fitted effect of over 55% in size; many of its hits are not listed in these tables
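Purified human 12hLO (150 nM final) was preincubated with compounds for 15 min at room temperature in 25 mM Hepes pH 7.0, 0.01% Triton X-100, then reacted with 40 uM arachidonic acid for 30 min. Hydroperoxide was detected with ferrous iron/xylenol orange.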
15-hLO-2 inh: 15-hLO-2 (ALOX15B) enzyme inhibition. purified 15hLO-2, xylenol orange hydroperoxide absorbance. O15296. actives 0.56% (n = 110,000). AID 881. Potency, µM (highest dose often 57.1 µM), for inactives: top-dose activity change, negative = inhibition, most hits filed as inhibitors; further: potency means the concentration at half of the fitted maximal effect; nearly all actives have a fitted effect of over 60% in size; many of its hits are not listed in these tables
Target sequence (O15296 whole entry, looked up): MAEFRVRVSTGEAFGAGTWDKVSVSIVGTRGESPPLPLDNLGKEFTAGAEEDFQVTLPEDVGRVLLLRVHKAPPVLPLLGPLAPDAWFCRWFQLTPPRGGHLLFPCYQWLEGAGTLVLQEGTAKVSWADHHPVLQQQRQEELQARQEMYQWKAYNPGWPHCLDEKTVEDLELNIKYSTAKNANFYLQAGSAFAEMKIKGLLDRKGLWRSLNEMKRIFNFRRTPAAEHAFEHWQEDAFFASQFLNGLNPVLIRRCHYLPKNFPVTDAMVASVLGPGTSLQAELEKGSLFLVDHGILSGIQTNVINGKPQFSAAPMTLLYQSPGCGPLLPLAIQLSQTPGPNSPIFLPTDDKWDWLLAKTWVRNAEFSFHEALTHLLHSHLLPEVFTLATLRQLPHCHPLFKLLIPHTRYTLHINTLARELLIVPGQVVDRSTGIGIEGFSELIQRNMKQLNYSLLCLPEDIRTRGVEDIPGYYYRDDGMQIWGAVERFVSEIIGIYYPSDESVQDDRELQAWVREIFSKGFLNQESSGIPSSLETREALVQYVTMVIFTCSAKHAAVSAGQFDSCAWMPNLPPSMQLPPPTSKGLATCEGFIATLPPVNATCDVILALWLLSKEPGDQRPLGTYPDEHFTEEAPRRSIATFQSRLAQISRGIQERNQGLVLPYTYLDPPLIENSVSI
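Screening format was qHTS against 50 nM purified 15hLO-2 in Hepes pH 7.5 with detergent. Activity follows hydroperoxide formation from 45 uM arachidonic acid, measured as 573:405 nm absorbance ratio of the ferric-xylenol orange complex.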
IMPase cell inh: membrane-permeable compound that blocks inositol monophosphatase; inhibition (IP1 accumulation), % at 46.1 µM; 120,000 tested, under 10 active; CHO-M1 cells, IP1 accumulation, HTRF TR-FRET ratio; active means well fitted curve in the direction sought with a large enough effect in the signal ratio, not every such curve was filed as active; inconclusive means small, poorly fitted or top-dose-only effect, or a change in a side signal; inactive means no such curve, though single readings can be large or run the other way; the % refers to the signal ratio;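 further: cells stimulated with carbachol in lithium chloride buffer; plate controls were DMSO basal wells for no effect and reference inhibitor wells for full effect; higher means more IMPase inhibition seen as more IP1 and lower FRET ratio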
Target sequence (P97697 whole entry, looked up): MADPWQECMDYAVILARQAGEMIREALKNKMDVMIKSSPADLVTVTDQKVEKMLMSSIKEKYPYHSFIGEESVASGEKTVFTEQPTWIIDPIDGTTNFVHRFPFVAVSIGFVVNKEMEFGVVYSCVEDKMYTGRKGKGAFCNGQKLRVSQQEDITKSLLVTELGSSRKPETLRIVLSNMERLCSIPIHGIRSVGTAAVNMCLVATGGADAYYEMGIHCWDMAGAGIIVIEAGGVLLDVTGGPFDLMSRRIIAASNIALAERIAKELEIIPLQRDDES
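Elevated IP1 in lysates lowers TR-FRET signal (665/620 ratio and 620 channel reported). Cells were CHO-M1, given carbachol (50 uM as added) plus 50mM LiCl, pH 7.4, 30 min, 37C; compounds titrated up to 46 uM; AC50 by Hill equation.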
Active calls of the source: *; ? = inconclusive; . = no result given; & = joins results of further samples; [ ] = remark or other dose. Unless noted, the call rests on the fitted dose curve; in most records, active means well fitted curve in the direction sought with a large enough effect; inconclusive means small, poorly fitted or top-dose-only effect, or another doubt; inactive means no such curve, though single readings can be large; an effect the other way counts as inactive or inconclusive. Unless noted, on the % scale 0 is the no-effect control and ±100 the full control effect.

Below each compound – IMPase cell inh, 12-hLO inh, PNC assembly inh, 15-hLO-2 inh
O=C1CSC(c2ccc(Cl)cc2)N1 (stereo not drawn)
→ -11, -7%, -1, -5%
CCCCn1c(SCC(=O)NC(C)CC)nc2ccc(N3CCOCC3)cc2c1=O (stereo not drawn)
→ -6, -24%, -24, -6%
COC(=O)c1c(NC(=O)C2C3CCC(O3)C2C(=O)O)sc2c1CCCCCC2 (stereo not drawn)
→ ., -5%, 16, .
Cc1ccccc1NC(=S)NC(NC(=O)N(C)C)C(Cl)(Cl)Cl (stereo not drawn)
→ 4, 4%, 81, .
O=[N+]([O-])c1ncn(Cc2c(Cl)cccc2Cl)n1
→ ., -4%, -22, .
CC(=O)Nc1cccc(N(C)S(C)(=O)=O)c1
→ ?, 2%, ?, 1%
O=S(=O)(NCc1cccnc1)c1cccc2cccnc12
→ 5, -3%, -8, -5%
Clc1ccc(CSc2nnc(-c3c[nH]c4ccccc34)o2)cc1
→ 8, -4%, ?, 14%
O=C(N[C@@H](CO)[C@@H](O)c1ccc([N+](=O)[O-])cc1)C(Cl)Cl
→ -1[20.6 µM], 1%[25.6 µM], ., 14%[25.6 µM]
CC(C)c1cc(C(N)=O)c(NC(=O)c2cccc(COc3ccc(Br)cc3)c2)s1
→ 8, 0%, -10, -6%
Cc1ccccc1NC(=S)N(CCCN1CCOCC1)Cc1cccs1
→ ., -3%, 27, .
COc1ccccc1C(=O)ON=C1c2ccccc2-c2ccccc21
→ ., -5%, 7, .
O=C(Cn1nc(Cc2cccnc2)c2ccccc2c1=O)N1CCN(c2ccccn2)CC1
→ 5, 2%, -5, 8%
c1ccc(-c2csc(-c3nc4ccccc4[nH]3)n2)cc1
→ -14, -22%, ., 1%
Nc1nc(SCC(=O)NCCCO)nc2sc3c(c12)CCC3
→ -3, -6%, -16, -7%
COc1ccc2nc3c(c(-c4ccccc4)c2c1)CCC3
→ ., -4%&-1%, 26, 19%
CC1CCCN(c2c([N+](=O)[O-])c(=O)oc3ccccc23)C1 (stereo not drawn)
→ 1, -3%, -29, -6%
O=c1[nH]ncc(N2CCCCC2)c1Cl
→ ., 1%, 7, .
COc1ccc(CNC(=O)C2CCCN2S(=O)(=O)c2ccc(Cl)cc2)cc1 (stereo not drawn)
→ 7, 3%, 46, .
Cc1cc(C)c(S(=O)(=O)N2CCN(c3ccc([N+](=O)[O-])c(-n4nc(C)cc4C)c3)CC2)c(C)c1
→ 7, 10%, 19, -16%
COc1ccc(Nc2cc(C(=O)NCCCN3CCOCC3)c3ccccc3n2)cc1OC
→ 4, 0%, 32, 25%
CCCCCn1c(-c2ccco2)nc2nc3ccccc3nc21
→ 2, -3%, ?, -30%
Cc1cccc(-c2nc3c(c(SCC(N)=O)n2)CCCC3)c1
→ ?, 0%, -20, .
Cc1ccc(C(C(=O)NC(C)(C)C)N(Cc2ccco2)C(=O)Cn2nnc(-c3cccs3)n2)cc1 (stereo not drawn)
→ 6, 0%, 17, .
CC(Cc1cccs1)NC(=O)Nc1ccccc1 (stereo not drawn)
→ ?, 2%, ?, -7%
COc1ccc(CCNC(=O)CCn2c(SCC#N)nc3ccccc3c2=O)cc1OC
→ 10, -3%, -8, -19%
Cc1ccc(C(=O)COC(=O)c2cn(-c3ccccc3)nc2-c2ccccc2)cc1[N+](=O)[O-]
→ ., -1%, ?, .
COc1ccc(CNC(=O)C2CC(c3ccc(OC)cc3)=NO2)cc1 (stereo not drawn)
→ -2, -7%, ?, -5%
CCCn1c(SCC(=O)Nc2ccc(OC)cc2)nnc1-c1ccncc1
→ 9, 3%, 29, -2%
CCOC(=O)c1c(C)c(C(=O)O)n(C)c1C
→ -3, 5%, 62, -4%
Cc1cccc(OC(=O)n2c(=S)oc3cc(Cl)ccc32)c1
→ 4, -3%, 7, .
COCCCNC(=S)NCCCNc1nc2cc3c(cc2cc1C#N)OCO3
→ -1, 1%, 30, -11%
Cc1cc(=O)n(C)c(=O)n1CC(=O)N1CCCCCC1
→ -4, -1%, ?, .
CCCCOc1ccc(NC(=O)C2OC3OC(C)(C)OC3C3OC(C)(C)OC23)cc1 (stereo not drawn)
→ ., -1%, ?, .
Cc1nc(-c2ccccc2)sc1-c1nc(-c2ccccc2)ncc1S(=O)(=O)c1ccccc1
→ ?, -4%, -2, 0%
Cc1noc(C(=O)Nc2c(C)nn(Cc3ccccc3)c2C)c1Cl
→ 3, -5%, 26, 1%
CC(C)(C)c1ccc(C(=O)NNC(=O)c2ccc(Cl)cc2)cc1
→ ., 3%, 50, .
Cn1c(CNc2ccccc2)nc2ccccc21
→ -1, 1%, -3, 30%[activator]
COC(=O)c1ccccc1S(=O)(=O)N(Cc1cc2cc3c(cc2[nH]c1=O)OCO3)C1CCCCC1
→ 2, 2%, ?, -5%
CCCCN=C1NC(=O)C(CC(=O)NCCc2ccc(OC)cc2)S1 (stereo not drawn)
→ 5, -6%, 29, .
Cc1ccc(C(=O)CSc2nnc(-c3cccnc3)n2N)cc1
→ -1, -3%, 36, -1%
CCCCCC(=O)NC(=S)Nc1cccc(C(C)=O)c1
→ ., -26%, 2, .
Cc1[nH]c2ccccc2c1CC(=O)O
→ 9, -4%, -8, -17%
COc1ccccc1N1CCN(CCCC(=O)c2ccc(F)cc2)CC1
→ 8, 2%, 20, 42%[activator]
Cc1ccc2cc(C(c3nnnn3C3CCCC3)N3CCOCC3)c(=O)[nH]c2c1C (stereo not drawn)
→ 2, -6%, ?, -4%
COc1cccc2c1OC1(C)CC2NC(=O)N1 (stereo not drawn)
→ -1, 9%, 14, 1%
CCOC(=O)Cc1csc(NC(=O)COc2ccccc2OCC)n1
→ 7, 3%, 95, 2%
O=C(Cn1cnc2nc3n(c2c1=O)CCC3)NCc1ccccc1
→ ., -1%, ?, .
COc1cccc(Cn2cnc3c(NS(=O)(=O)c4cc(Cl)ccc4Cl)c(C)c(C)cc32)c1
→ -10[1.84 µM], -3%, 11, 16%[11.4 µM]
Cc1ccc(NC(=O)CS(=O)Cc2nc(-c3ccc(C)cc3)oc2C)cc1 (stereo not drawn)
→ 4, -7%, -14, -1%
Nc1ccc(-n2nnnc2-c2ccco2)cc1
→ 0, -7%, ?, 7%
C=CCNC(=O)c1ccccc1NS(=O)(=O)c1ccc(SC)cc1
→ 4, -3%, 27, -8%
Cc1cc(NC(=O)COC(=O)CSCc2ccc(Cl)c(Cl)c2)no1
→ -4, -24%, 39, 10%
CC(c1ccc(Br)cc1)N1CC23C=CC(O2)C(C(=O)O)C3C1=O (stereo not drawn)
→ 2, 5%, -6, -1%
CC(C)COCC(CN(Cc1ccccc1)c1ccccc1)N1CCCC1 (stereo not drawn)
→ ., -2%, ., 26%
Nc1c(-c2ccc(Cl)cc2)cnc2ncnn12
→ 1, 0%, -109*, 13%
O=C1C2CCCN2C(=O)N1CCN1CCN(CCO)CC1 (stereo not drawn)
→ ., 1%, ?, .
CCCCCCCCC(=O)NC(NC(=S)N1CCOCC1)C(Cl)(Cl)Cl (stereo not drawn)
→ 7, -9%, -100*, .
CN1CCN(S(=O)(=O)c2ccc(N(C)Cc3cccs3)nc2)CC1
→ 0, 11%, ?, 13%
Cc1c(C(=O)O)cccc1[N+](=O)[O-]
→ ., -2%, ., -9%

The list continues:
Below each compound – IMPase cell inh, 12-hLO inh, PNC assembly inh, 15-hLO-2 inh
COC(=O)c1ccc(CSc2ccc3nnc(-c4cccc(F)c4)n3n2)o1
→ 14, -18%, ?, ?
CCC(NC(=O)Nc1cc(OC)c(OC)c(OC)c1)(C(F)(F)F)C(F)(F)F
→ 4, 1%, ?, 5%
CC(NC(=O)c1ccc(CS(=O)(=O)Cc2ccccc2F)o1)c1ccc2c(c1)OCCO2 (stereo not drawn)
→ 2, 2%, ?, .
CCOC(=O)c1snc2c(=O)[nH]cnc12
→ -3, -4%, 16, -4%
CCN(CC)S(=O)(=O)c1cccc(C(=O)NCCCN2CCOCC2)c1
→ 0, 4%, ?, 1%
COc1ccc(OC)c(/C=N/NC(=O)c2[nH]nc3c2CCc2ccccc2-3)c1
→ -6, 0%, 35, .
O=C(CCCN1C(=O)/C(=C/c2cccs2)SC1=S)NNC(=O)c1ccccc1O
→ ., 6%, 25, .
CCn1ncc(Br)c1C(=O)Nc1ccn(C23CC4CC(CC(C4)C2)C3)n1
→ ., 3%, -23, .
CCOC(=O)C1=C(C)N(C)C(C)=C(C(=O)OCC)C1c1ccc(Cl)cc1
→ ., -5%, ?, .
CC(=O)NC1CC2CCCC(C1)N2CC(=O)N1CCCc2ccccc21 (stereo not drawn)
→ 3, 2%, -16, .
O=[N+]([O-])O[C@H]1CO[C@H]2[C@@H]1OC[C@H]2O
→ ., -2%[0.00818 µM], ., -3%[0.0915 µM]
CC(=O)[C@H]1CC[C@@H]2[C@]1(C)CC=C1[C@]23C=C[C@]2(C[C@H](O)CC[C@@]12C)[C@H](C(=O)O)[C@@H]3C(=O)O
→ ., 5%[11.4 µM], ., -8%[11.4 µM]
Cc1ccc(S(=O)(=O)N2CCCC2)cc1S(=O)(=O)N1CCCC1
→ 0, 0%, ?, 3%
CN1CCC(Oc2ccccc2Sc2ccccc2)CC1
→ ., 2%, ?, .
CCOc1ccccc1NC(=O)Cn1c(=O)c2ccccc2n(CC)c1=O
→ -5, -3%, 48, .
NC(=O)c1ccsc1NC(=O)c1ccco1
→ -1, 0%, 19, -8%
O=C(/C=C/c1ccc(Cl)cc1)NCCSc1ccccc1
→ 2, -13%, -9, -2%
COc1ccc(CCNC(=O)/C(C#N)=C/c2cccc(OCc3ccccc3)c2)cc1OC
→ ., -3%, 59, .
CN1CCN(NC(=O)c2ccc(Cl)c([N+](=O)[O-])c2)CC1
→ ?, 2%, -12, -3%
COCCCNC(=O)c1ccc(CS(=O)(=O)Cc2cccc(C)c2)o1
→ 5, -5%, -26, 4%
N#CC1=C(N)NC(SCc2ccc(Cl)cc2)=C(C#N)C12CCCCC2
→ -16, -24%, -27, ?
Cc1cc(F)ccc1NCc1cc2c(cc1[N+](=O)[O-])OCO2
→ 11[1.84 µM], 0%, 7, 2%[11.4 µM]
Cc1nc(N2CCOCC2)c(C#N)c2c1COC(C)(C)C2
→ -2, 0%, 230, .
Brc1cccc(-c2nnc(-c3ccccc3)o2)c1
→ 5, -8%, ?, -2%
CCOc1ccc(NCC(=O)Nc2ccc(Cl)cc2C)cc1
→ 6, -7%, -27, .
Cc1ccc(-c2cc(C(=O)NCc3cnn(C)c3)c3cc(Br)ccc3n2)cc1
→ -3&-11, -3%, -26, .
CNC(=S)N(Cc1ccc(OC)cc1)C1CC(=O)N(c2ccc(C(=O)OC)cc2)C1=O (stereo not drawn)
→ -3, 2%, -11, .
CCn1c(C)nc2cc(S(=O)(=O)N3CCCCC3)ccc21
→ 10, 0%, ?, 4%
O=C(c1ccc([N+](=O)[O-])s1)N1CCN(c2ccccc2)CC1
→ 0, -2%, ?, .
Cc1[nH]n(-c2ccccc2)c(=O)c1C(c1ccccc1C(=O)O)c1c(C)[nH]n(-c2ccccc2)c1=O
→ ., -3%, -8, .
Cc1cc(C)c(NC(=O)CN(C2CCCCC2)C2CCCCC2)c(C)c1
→ 3, -8%, ?, 23%
COC(=O)c1ccc(C)c(-n2c(C)cc(C=O)c2C)c1
→ ., -2%, -24, .
CCCCCCCCCCCCCCCC(=O)C(F)(F)F
→ -5, 3%, ., 17%
CC(C)(C)n1nnnc1C(c1cccnc1)N(Cc1ccccc1)Cc1ccco1 (stereo not drawn)
→ ?, -2%, 21, 21%
NC(N)=NC[C@@H]1CCCCCCN1
→ ., 5%[11.4 µM], ., -2%[11.4 µM]
CCOC(=O)c1[nH]c2ccc(OC)cc2c1NC(=O)CCN1CCSCC1
→ ., -3%, ?, .
O=C(/C=C/c1ccc(Cl)cc1)NCc1ccncc1
→ ., -4%, ?, .
O=C(Nc1ccn(Cc2c(F)c(F)c(F)c(F)c2F)n1)c1ccc(COc2ccccc2Cl)cc1
→ 2, -13%, -5, 1%

Screening data from PubChem BioAssay.

This is a random part of the collection; any-hit rate near 3.1%.
